HSF1 inhib = HSF1 inhibitors in luciferase reporter cells, primary screen, cell-based, NIH3T3, luminescence. NIH3T3-HGL HSE-luciferase, MG132-induced, luminescence 8 h; hits give low values. AID 2098, 2009. activity change, negative = inhibition, % at 7.5 µM (by protocol). 300,000 compounds, 0.77% hits;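 active means more than half of replicate wells show activity change below -50%, luminescence cut by over half; inconclusive means some wells, but at most half, below -50%; inactive means no replicate well below -50%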;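 further: luciferase reports HSF-1 transcriptional activity via heat shock element; 0% = median of DMSO wells and -100% = zero luminescence signal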
HSP90 inh = HSP90 inhibitors, primary screen, cell lysate, luminescence; Rabbit reticulocyte lysate, luciferase refolding luminescence, 3 h; inhibition, % at 5.6 µM; 290,000 compounds, 0.91% hits; AID 1789, 2009;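 active means inhibition above the screen-wide mean plus 3 SD, computed separately per campaign, cut at about 16% in these data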;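 further: 0% = DMSO wells and 100% = 60 µM geldanamycin wells; inhibitors lower the luminescence because luciferase stays unfolded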
HSF1 activator = HSF-1 activators, primary screen, NIH3T3-HGL cells, MG132 stress, luminescence, single point; NIH3T3-HGL HSF-1 luciferase reporter, 8 h; 100% = twice DMSO control signal; activation, % at 9 µM; 300,000 compounds, 1.7% hits;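 active means mean replicate activation of at least 50% with a set share of replicates each reaching 50%; inconclusive means only one of those two conditions met; inactive means mean below 50% and too few replicates reaching it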;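 further: 0% = median of the neutral control wells and 100% = twice that signal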
AI-2 QS modul = Vibrio harveyi AI-2 quorum sensing modulators, primary screen, JMH597 strain, luminescence/OD600 ratio; Vibrio harveyi JMH597 AI-2 luminescence/OD600 ratio, 9 h; hits give low values; strain lacks LuxN and CqsS sensors; 0 = neutral-control median; 300,000 compounds, 0.4% hits; activity change, % at 7.5 µM; in the data active means activity change below about -75%, passing the limit was not always enough; inconclusive means no clear call, values can overlap the other calls;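 further: luminescence divided by OD600 gain over 9 h not by final OD600 alone; inactives centre near 13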
KLF5 inhibitor = KLF5 expression inhibitors, primary screen, DLD-1 cells, luminescence; 290,000 compounds, 0.23% hits; inhibition, % at 5 µM; DLD-1 KLF5 promoter-luciferase reporter;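 active means inhibition above a per-plate limit of that plate's mean compound inhibition plus 3 SD, cut at about 60% in these data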;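 further: 0% = DMSO wells and 100% = LY294002 at 200 µM; higher means less KLF5 promoter-driven luciferase light; inactives centre near -14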
aSyn UTR inh = MLPCN primary screen, SNCA 5' untranslated region | AID 1813, 2009 | alpha-synuclein 5'UTR reporter, inhibitor activity | inhibition, % (tested at 7.5 µM) | 300,000 compounds, 0.82% hits; in the data active means inhibition above about 60%; inconclusive means no clear call, values can overlap the other calls;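 further: H4 neuroglioblastoma cells stably carrying SNCA 5'UTR luciferase fusion; 0% = DMSO wells and 100% = positive control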
Platelet DG rel = inhibitors of platelet dense granule secretion, primary screen, cell-based, MLPCN, human platelets; 300,000 compounds, 0.22% hits; inhibition, %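 (compounds screened at 7.5 µM in platelet-rich plasma)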; human platelet-rich plasma, SFLLRN dense granule ATP release, luminescence;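 active means mean replicate score, as percent of positive control, at or above 50; inconclusive means mean below 50 but at least one replicate at or above 50; inactive means mean and every replicate below 50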
IEC-6 tox = cytotoxicity in IEC-6 intestinal epithelial cells, primary screen, cytotoxicity control for KLF5 inhibitor project, cell-based, luminescence. IEC-6 cytotoxicity, luminescence viability. inhibition, % at 5 µM. 290,000 compounds, 0.78% hits; in the data active means inhibition above about 22%;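 further: 0% = plate median of test compound wells and 100% = cytotoxic reference compound wells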
HDAC3 inhib = HDAC3 deacetylase inhibitors, primary screen, biochemical, fluorescence, cell-free homogeneous; Histone deacetylase 3 (Homo sapiens), O15379; recombinant HDAC3, fluorogenic peptide/trypsin coupled; inhibition, % at 8.3 µM; 320,000 compounds, 0.15% hits; AID 2718, 2010; in the data active means inhibition above about 26%, passing the limit was not always enough; inconclusive means no clear call, values can overlap the other calls
Target sequence (O15379 whole entry, looked up): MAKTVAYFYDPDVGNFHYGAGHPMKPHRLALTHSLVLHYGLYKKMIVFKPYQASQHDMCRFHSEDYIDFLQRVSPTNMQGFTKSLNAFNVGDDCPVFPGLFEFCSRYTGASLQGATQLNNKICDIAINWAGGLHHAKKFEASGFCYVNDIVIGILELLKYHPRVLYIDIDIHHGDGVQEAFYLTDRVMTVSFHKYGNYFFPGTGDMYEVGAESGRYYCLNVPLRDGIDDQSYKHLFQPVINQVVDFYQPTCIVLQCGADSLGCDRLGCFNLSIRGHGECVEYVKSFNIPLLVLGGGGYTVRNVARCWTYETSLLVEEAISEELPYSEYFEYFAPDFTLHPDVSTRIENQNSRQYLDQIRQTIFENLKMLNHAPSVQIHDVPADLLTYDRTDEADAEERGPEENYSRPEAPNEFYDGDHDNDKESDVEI
HIF activator = HIF pathway transcriptional activators, primary screen, cell-based, U2OS HRE-luciferase, luminescence; activation, % at 7.5 µM (by protocol); 300,000 compounds, 0.32% hits; U2OS HRE-luciferase reporter; normalized: DMSO 0%, desferrioxamine 100%;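 active means mean activation of at least 10% of the iron chelator positive control signal, with at least half of replicates also reaching 10%; inconclusive means mean and replicate majority disagree about reaching 10%; inactive means mean and most replicates under 10%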
* marks the source's active call; other numbers are inactive results.

For O=c1cc(Nc2ccc3c(c2)OCCO3)[nH]c(=O)n1-c1ccc(Br)cc1 the results were HSF1 inhib inconclusive, HSP90 inh 1, HSF1 activator -47, AI-2 QS modul -3, KLF5 inhibitor -28, aSyn UTR inh -23, Platelet DG rel -3, IEC-6 tox -4, HDAC3 inhib -3 and HIF activator -0.1.
For COc1ccccc1NC(=O)NC1(C)CCS(=O)(=O)C1 (stereo unspecified) the results were HSF1 inhib -5, HSP90 inh 6, HSF1 activator 2, AI-2 QS modul 6, KLF5 inhibitor 18, aSyn UTR inh 4, Platelet DG rel -4, IEC-6 tox 2 and HIF activator 1.2.
For COc1ccc(N2CCN(S(=O)(=O)CCNC(=O)c3ccco3)CC2)cc1 the results were HSF1 inhib -5, HSF1 activator 2, AI-2 QS modul 28, aSyn UTR inh -23, Platelet DG rel -9, HDAC3 inhib -12 and HIF activator -54.
For Cc1cccc(-n2c(CCn3nc(C)c([N+](=O)[O-])c3C)n[nH]c2=S)c1 the results were HSF1 inhib -8, HSP90 inh 3, HSF1 activator -21, AI-2 QS modul 10, KLF5 inhibitor 10, aSyn UTR inh 7, Platelet DG rel 6, IEC-6 tox 2, HDAC3 inhib 12 and HIF activator -1.1.
Screening CCOC(=O)c1ccc(NC(=O)c2ccc(CN3CCOCC3)cc2)cc1 returned HSF1 inhib -1, HSP90 inh -2, HSF1 activator 6, AI-2 QS modul 13, KLF5 inhibitor -33, aSyn UTR inh 4, Platelet DG rel 1, IEC-6 tox 1, HDAC3 inhib 6 and HIF activator -2.2.
For COc1ccc(CN2CCNC(=O)C2CC(=O)NC2CCC2)c(OC)c1 (stereo unspecified) the results were HSF1 inhib 6, HSP90 inh -6, HSF1 activator 8, AI-2 QS modul 17, KLF5 inhibitor -14, aSyn UTR inh -7, Platelet DG rel -5, IEC-6 tox 3, HDAC3 inhib -3 and HIF activator -0.3.
For CC(=O)Nc1ccc(S(=O)(=O)c2ccc([N+](=O)[O-])cc2)cc1 the results were HSF1 inhib 3, HSP90 inh 9, HSF1 activator 1, AI-2 QS modul 24, KLF5 inhibitor -23, aSyn UTR inh -72, Platelet DG rel 7, IEC-6 tox 1, HDAC3 inhib -14 and HIF activator 0.3.
Screening O=C(NCc1cccc(C(F)(F)F)c1)C1CCCN(c2cnccn2)C1 (stereo unspecified) returned HSF1 inhib 3, HSP90 inh -5, HSF1 activator -17, AI-2 QS modul 20, KLF5 inhibitor 4, aSyn UTR inh 20, Platelet DG rel -2, IEC-6 tox -1, HDAC3 inhib 6 and HIF activator 0.2.
CCOc1ccc(NC(=O)c2ccccc2NS(C)(=O)=O)cc1 was read as HSP90 inh 1, AI-2 QS modul 16, KLF5 inhibitor -24, Platelet DG rel -4, IEC-6 tox -5 and HDAC3 inhib -2.
Screening O=C(CCNS(=O)(=O)c1ccc(Cl)cc1)Nc1ccncc1 returned HSF1 inhib -1, HSP90 inh -6, HSF1 activator -21, AI-2 QS modul 39, KLF5 inhibitor -2, aSyn UTR inh -11, Platelet DG rel 5, IEC-6 tox 2, HDAC3 inhib -5 and HIF activator -0.4.
Screening O=C(Cn1nnc(-c2ccncc2)n1)N(C1CCCCC1)C1CCCCC1 returned HSP90 inh 0, AI-2 QS modul 4, KLF5 inhibitor 2, IEC-6 tox 5 and HDAC3 inhib 3.
COc1cccc(NC(=O)CN(C)C(=O)c2ccc3ccccc3c2)c1 was read as HSF1 inhib 6, HSP90 inh 0, HSF1 activator 19, AI-2 QS modul 26, KLF5 inhibitor -52, aSyn UTR inh -20, Platelet DG rel 2, IEC-6 tox 1, HDAC3 inhib -5 and HIF activator -0.6.
O=S1(=O)[C@H]2C[C@@H]3C=C[C@@]2(CN1Cc1ccc(Cl)cc1)O3 was read as HSF1 inhib -12, HSP90 inh -3, HSF1 activator -26, AI-2 QS modul -1, KLF5 inhibitor -20, aSyn UTR inh 4, Platelet DG rel 9, IEC-6 tox -1, HDAC3 inhib 0 and HIF activator 0.2.
N#CC1=C(N)C2=C(N3CCCCC3)CCCC2C1(C#N)C#N (stereo unspecified) was read as HSF1 inhib -4, HSP90 inh 1, HSF1 activator 17, AI-2 QS modul 10, KLF5 inhibitor -10, aSyn UTR inh 23, Platelet DG rel 4, IEC-6 tox -11, HDAC3 inhib -5 and HIF activator 0.2.
CCC(C)C(=O)Nc1cc(OC)c(OC)cc1C(=O)O (stereo unspecified) was read as HSF1 inhib 8, HSP90 inh 2, HSF1 activator 39, AI-2 QS modul 0, KLF5 inhibitor 8, aSyn UTR inh -6, Platelet DG rel -4, IEC-6 tox 1, HDAC3 inhib -8 and HIF activator -0.4.
Screening O=C(CCCOc1ccc(Cl)cc1Cl)NN1CCOCC1 returned HSF1 inhib -1, HSP90 inh -1, HSF1 activator 3, AI-2 QS modul 31, KLF5 inhibitor -11, aSyn UTR inh -17, Platelet DG rel 11, IEC-6 tox 2, HDAC3 inhib 1 and HIF activator -0.6.
`CC(=O)N1CCN(C(=O)c2ccc(-c3cccc(C(F)(F)F)c3)o2)CC1` gave HSF1 inhib 1, HSF1 activator -6, aSyn UTR inh 21, Platelet DG rel -6, HDAC3 inhib 0 and HIF activator 0.2.
Cn1c(Cn2c(=O)sc3ccccc32)nnc1SCC(=O)NCc1ccccc1 was read as HSP90 inh -4, KLF5 inhibitor -40, IEC-6 tox -2 and HDAC3 inhib -2.
CCOc1ccc(C(=O)Nc2cc(C)ccn2)cc1 was read as HSF1 inhib -3, HSP90 inh 50*, HSF1 activator 19, AI-2 QS modul 5, KLF5 inhibitor 44, aSyn UTR inh 65*, Platelet DG rel 76*, IEC-6 tox 12, HDAC3 inhib -13 and HIF activator -1.9.
Screening CC(NC(=O)Cc1ccc(F)cc1)c1ccc(F)cc1 (stereo unspecified) returned HSF1 inhib -3, HSP90 inh 3, HSF1 activator -2, AI-2 QS modul 16, KLF5 inhibitor -26, aSyn UTR inh -3, Platelet DG rel -2, IEC-6 tox -3, HDAC3 inhib 4 and HIF activator -0.3.
`CNc1oc(-c2ccccc2Cl)nc1P(=O)(c1ccccc1)c1ccccc1` gave HSF1 inhib 6, HSP90 inh 0, HSF1 activator 21, AI-2 QS modul -7, KLF5 inhibitor -16, aSyn UTR inh 15, Platelet DG rel -7, IEC-6 tox 2, HDAC3 inhib 11 and HIF activator -0.1.
For Cc1sc2ncnc(N3CCN(S(=O)(=O)c4ccc(Br)cc4)CC3)c2c1C the results were HSF1 inhib -3, HSP90 inh 2, HSF1 activator -1, AI-2 QS modul 25, KLF5 inhibitor -18, aSyn UTR inh -2, Platelet DG rel 5, IEC-6 tox -4, HDAC3 inhib -5 and HIF activator -0.3.
For Cc1ccc(-n2ncc3c2CC(C)(C)CC3NC(=O)CCc2c(C)noc2C)cc1 (stereo unspecified) the results were HSF1 inhib 1, HSP90 inh -5, HSF1 activator -1, AI-2 QS modul 4, KLF5 inhibitor -17, aSyn UTR inh -1, Platelet DG rel 0, IEC-6 tox -5, HDAC3 inhib -2 and HIF activator -0.3.
CCN(CC)c1ccc(NC(=O)Cn2ncc3c(C)n(Cc4ccccc4F)c(C)c3c2=O)c(C)c1 was read as HSF1 inhib 1, HSP90 inh -4, HSF1 activator -4, AI-2 QS modul 42, KLF5 inhibitor -29, aSyn UTR inh -1, Platelet DG rel 2, IEC-6 tox 5, HDAC3 inhib 0 and HIF activator 0.1.
`COC(=O)Sc1nnc(-c2ccc(Br)cc2)o1` gave HSF1 inhib 0, HSP90 inh -2, HSF1 activator 13, AI-2 QS modul 13, KLF5 inhibitor 0, aSyn UTR inh 16, Platelet DG rel 0, IEC-6 tox -6, HDAC3 inhib -17 and HIF activator -0.3.
O=C(CN1CCC(O)(c2ccc3c(c2)OCO3)CC1)NC1CCCCC1 was read as HSF1 inhib -7, HSP90 inh 0, HSF1 activator -5, AI-2 QS modul -1, KLF5 inhibitor -5, aSyn UTR inh 15, Platelet DG rel 0, IEC-6 tox 4, HDAC3 inhib -1 and HIF activator -0.2.
CN(Cc1c(C(=O)N/N=C/c2cccc(O)c2)nnn1-c1nonc1N)c1ccccc1 was read as HSF1 inhib 1, HSP90 inh -5, HSF1 activator 7, AI-2 QS modul 9, KLF5 inhibitor -23, aSyn UTR inh -1, Platelet DG rel -1, IEC-6 tox -3, HDAC3 inhib -1 and HIF activator -0.5.
Cc1ccc(-c2nc(NC(=O)c3ccc(S(=O)(=O)N(CCC#N)CCC#N)cc3)sc2-c2ccccc2)cc1 was read as HSF1 inhib -3, HSP90 inh 4, HSF1 activator 6, AI-2 QS modul 19, KLF5 inhibitor 1, aSyn UTR inh 21, Platelet DG rel 20, IEC-6 tox 7 and HIF activator -0.1.
`CC12CCC(=O)N1C(C(=O)Nc1cc(Cl)ccc1N1CCOCC1)CS2` (stereo unspecified) gave HSF1 inhib 5, HSP90 inh -4, HSF1 activator 5, AI-2 QS modul 18, KLF5 inhibitor -21, aSyn UTR inh 9, Platelet DG rel 14, IEC-6 tox -6, HDAC3 inhib -10 and HIF activator -0.1.
For Cc1cccc(C)c1-n1ncc(C(=O)NC2CCCC2)c1C1CCNCC1 the results were HSF1 inhib -3, HSP90 inh 0, HSF1 activator 1, AI-2 QS modul -4, KLF5 inhibitor -8, aSyn UTR inh -4, Platelet DG rel -1, IEC-6 tox 4, HDAC3 inhib inconclusive and HIF activator 0.9.
For COc1cccc(Cc2n[nH]c(=S)n2Cc2ccco2)c1 the results were HSF1 inhib -7, HSP90 inh 3, HSF1 activator -4, AI-2 QS modul 23, KLF5 inhibitor 15, aSyn UTR inh 1, Platelet DG rel 3, IEC-6 tox 5, HDAC3 inhib -1 and HIF activator -0.3.
For O=C(NCc1ccccc1Cl)c1ccc2c(c1)OCO2 the results were HSF1 inhib -1, HSP90 inh 5, HSF1 activator -5, AI-2 QS modul -3, KLF5 inhibitor -28, aSyn UTR inh -25, Platelet DG rel -4, IEC-6 tox 8 and HIF activator -0.1.
COC(=O)c1ccccc1NC(=O)Cn1c(=O)n(CCC(=O)NC2CCN(Cc3ccccc3)CC2)c(=O)c2ccccc21 was read as HSF1 inhib -4, HSP90 inh 15, HSF1 activator -8, AI-2 QS modul 14, KLF5 inhibitor -2, aSyn UTR inh 40, Platelet DG rel 1, IEC-6 tox -4 and HIF activator -0.8.
